Bioassay records from PubChem BioAssay.
CHRM1 antagonist = antagonists of human M1 muscarinic receptor | P11229 | CHO-K1 hM1, Fluo-8 calcium fluorescence, ACh EC80 antagonist | inhibition, % at 3 µM | 1.3% of 360,000 active;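 active means percent inhibition above its own plate's cutoff, namely the mean of that plate's compound wells plus 3 SD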;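 further: peak over basal fluorescence ratio during 140 s after agonist addition; 0% = ACh EC80 plus DMSO and 100% = DMSO alone without agonist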
M5 antag = antagonists of human muscarinic M5 receptor (CHRM5); P08912; CHO-hM5 cells, Fluo-8 calcium fluorescence, ACh EC80; inhibition, % at 3 µM; 0.59% of 360,000 active;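 active means inhibition above a per-plate cutoff, the mean of that plate's test compounds plus 3 SD, cut at about 27% in these data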;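 further: 0% = acetylcholine EC80 with DMSO and 100% = DMSO without agonist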
M5 PAM = CHRM5 positive allosteric modulation | P08912 | CHO-K1 hM5, Fluo-8 calcium, ACh EC20 PAM; 0% = ACh EC20, 100% = ACh EC100 | activation, % at 3 µM | 0.3% of 360,000 active | AID 624038;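 active means activation above the run cutoff, the mean activation of all test compounds plus 3 SD, cut at about 18% in these data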
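system = human M5 receptor in CHO-K1 cells | reagent = EC20 acetylcholine as agonist stimulus | compound dosing = single-point, 3 µM nominal | incubation = Fluo-8 loading 80 min at 37 °C plus 30 min room temperature | detection = Fluo-8 calcium dye fluorescence, kinetic read | benchmarks = low control EC20 acetylcholine (0%), high control EC100 acetylcholine (100%)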
M1 PAM = potentiates human M1 receptor response to acetylcholine | CHO-K1 hM1, Fluo-8 calcium fluorescence, ACh EC20; 0% = ACh EC20, 100% = maximal ACh | activation, % at 3 µM | 0.088% of 360,000 active; in the data active means activation above about 19%, passing the limit was not always enough
M4 antag = blocks acetylcholine activation of human M4 receptor; CHO-hM4 cells, ACh EC80, Fluo-8 calcium fluorescence; inhibition, % at 3 µM; 0.73% of 360,000 active; AID 624125;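 active means inhibition above its plate's cutoff, the mean inhibition of sample wells plus 3 SD, cut at about 27% in these data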;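 further: 0% = acetylcholine EC80 with DMSO and 100% = DMSO without agonist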
Target sequence (P08173 whole entry, looked up): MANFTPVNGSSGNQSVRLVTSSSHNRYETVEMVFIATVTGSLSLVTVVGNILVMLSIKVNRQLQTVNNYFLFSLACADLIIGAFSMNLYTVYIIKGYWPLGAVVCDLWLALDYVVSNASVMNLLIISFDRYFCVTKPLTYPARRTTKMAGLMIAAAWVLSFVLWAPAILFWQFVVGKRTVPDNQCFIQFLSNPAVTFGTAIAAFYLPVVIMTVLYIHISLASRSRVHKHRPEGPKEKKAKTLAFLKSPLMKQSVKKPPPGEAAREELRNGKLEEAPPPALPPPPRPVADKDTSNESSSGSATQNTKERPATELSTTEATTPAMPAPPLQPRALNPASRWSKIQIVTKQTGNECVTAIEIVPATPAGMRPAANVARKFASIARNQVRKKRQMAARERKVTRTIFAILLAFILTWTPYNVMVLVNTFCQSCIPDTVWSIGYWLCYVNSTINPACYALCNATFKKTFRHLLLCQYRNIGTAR
CHRM4 agonist = CHRM4 agonism in calcium assay | 0.14% of 360,000 active | activation, % at 3 µM | AID 624127 | CHO-K1 hM4/Gqi5, Fluo-8 calcium fluorescence; vehicle 0%, full acetylcholine response 100%;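 active means activation above the run mean over all test wells plus 3 SD, cut at about 32% in these data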;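 further: peak over basal fluorescence ratio per well then scaled between controls; 0% = DMSO wells and 100% = acetylcholine at EC100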
M1 ag = agonists of human M1 muscarinic receptor | CHO-K1 hM1, Fluo-8 calcium fluorescence, agonist mode; 0% DMSO, 100% acetylcholine EC100 | 0.33% of 360,000 active | activation, % at 3 µM | P11229;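 active means activation above the run's mean compound activation plus 3 SD, cut at about 16% in these data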;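 further: peak over basal fluorescence ratio within a 140 s kinetic read after compound addition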
TAAR1 agonist = agonists of human TAAR1. 0.99% of 360,000 active. AID 624467. activation, % at 3 µM. CHO RD-HGA16 TAAR1, Fluo-8 calcium fluorescence; vehicle wells 0%, saturating PEA agonist 100%;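 active means activation above the mean activation of all test compounds in the run plus 3 SD, cut at about 38% in these data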
Target sequence (Q96RJ0 whole entry, looked up): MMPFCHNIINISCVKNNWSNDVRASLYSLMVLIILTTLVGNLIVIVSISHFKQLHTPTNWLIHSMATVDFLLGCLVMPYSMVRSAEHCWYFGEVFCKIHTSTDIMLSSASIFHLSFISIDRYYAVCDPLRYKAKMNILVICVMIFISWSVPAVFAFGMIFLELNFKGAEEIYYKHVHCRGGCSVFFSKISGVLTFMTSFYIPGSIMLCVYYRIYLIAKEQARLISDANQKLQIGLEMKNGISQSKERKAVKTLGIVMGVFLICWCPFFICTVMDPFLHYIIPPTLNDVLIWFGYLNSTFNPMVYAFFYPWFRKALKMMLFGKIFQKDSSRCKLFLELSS
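System: CHO-derived RD-HGA16 cells with stable Gα16 and human TAAR1. Times: 17-24 h plating, Fluo-8 75 min 37 °C, 30 min RT. Measured by: calcium-sensitive Fluo-8 signal, excitation 470-495, emission 515-575 nm. Read-out basis: % activation relative to PEA EC100 response. Control set: DMSO and PEA EC100. Repeats: no replicates (n 1).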
CHRM5 agonist = agonists of human muscarinic M5 receptor (CHRM5); activation, % at 3 µM; P08912; AID 624037; CHO-K1 hM5 cells, Fluo-8 calcium fluorescence; 0% DMSO wells, 100% maximal acetylcholine response; 0.19% of 360,000 active;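 active means activation above the run's mean over test compounds plus 3 SD, cut at about 23% in these data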;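 further: signal is peak over basal fluorescence ratio across the kinetic read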
Starred values were filed as active, the others as inactive; · = not tested or not shown. A portion of the library (hit frequency here may not be typical).

no.	CHRM1 antagonist	M5 antag	M5 PAM	M1 PAM	M4 antag	CHRM4 agonist	M1 ag	TAAR1 agonist	CHRM5 agonist	smiles
1	-3.7	1.9	-4.3	-0.8	-2.6	2.9	-6.2	2.4	-1.5	Cc1ccc(Cl)cc1NC(=O)C(NS(=O)(=O)c1cccs1)c1ccccc1 (stereo unspecified)
2	-9.5	-3.4	-5.0	6.3	0.1	0.4	-5.5	7.7	-1.1	C/C(=N\NC(=O)c1ccc(CSc2nncn2C)cc1)c1cccs1
3	-0.2	1.4	-1.0	1.8	-3.7	4.4	-7.3	·	-1.1	Cc1ccccc1NC(=O)/C=C/c1ccc([N+](=O)[O-])s1
4	-6.2	-7.4	1.5	8.1	-0.3	0.5	-2.4	5.3	-0.6	CCOC(=O)c1c(C)[nH]c(C2=NNC(=Nc3ccccc3)SC2)c1C
5	-12.1	6.1	7.7	11.6	-0.9	7.3	-2.9	8.7	0.6	Cc1ccc(C(=O)N/N=C/c2ccc(-c3cccc(C(F)(F)F)c3)o2)cn1
6	-4.1	-1.3	0.3	10.6	-9.8	1.7	-6.0	0.2	-2.9	Cc1ccc(CN2CC(C(=O)Nc3cccc(S(=O)(=O)N4CCCCC4)c3)CC2=O)cc1 (stereo unspecified)
7	-9.9	-0.8	3.0	8.7	-12.4	0.5	-3.9	-2.2	-1.2	CC(=O)Nc1ccc(NC(=O)COc2ccc(S(=O)(=O)N3CCCC3)cc2)cc1
8	-4.9	3.4	-5.7	2.5	1.2	1.6	-3.5	17.9	-0.8	Cc1ccc(CNC(=O)C2CCN(S(=O)(=O)N3CCOCC3)CC2)cc1
9	-8.3	0.3	-4.8	6.7	-6.0	0.0	-2.8	16.7	0.5	Cc1cc(C)n2nc(Sc3ncccc3[N+](=O)[O-])nc2n1
10	-1.1	-1.1	1.0	0.8	-1.8	1.0	-7.1	2.0	-8.3	COc1ccc(C(CNC(=O)C(=O)NC2CCCCC2)N2CCN(C)CC2)cc1 (stereo unspecified)
11	-12.9	9.1	-2.6	8.4	-0.8	1.2	-2.1	1.8	0.6	O=C(CSCc1cccc(Br)c1)N=Nc1c(O)[nH]c2ccccc12
12	-5.5	-3.2	-0.5	5.6	-3.7	1.1	-7.9	-1.4	-1.1	CC(=O)Nc1cccc(-c2cn3ccc(C)cc3n2)c1
13	-7.0	16.1	-9.0	7.6	14.6	0.5	-1.3	1.5	1.1	CN=C(C)/C(C(=O)OC)=C(/O)c1ccccc1F
14	-12.7	4.4	0.8	3.8	-5.9	1.9	10.0	-1.4	-4.7	Cc1ccc(C)c(NC(=O)COC(=O)CC2CC3CCC2C3)c1 (stereo unspecified)
15	-28.7	-4.7	3.7	6.4	-0.8	1.5	-0.6	1.3	2.4	O=C(O)CN1C(=O)NC2NC(=O)NC21 (stereo unspecified)
16	6.8	10.1	10.2	1.9	0.8	0.2	-4.1	3.6	-2.5	CC(C)Cn1c2ccccc2c2cc(C(=O)O)ccc21
17	-10.9	-8.0	3.0	12.1	-6.2	5.4	-1.0	1.0	-1.5	O=C(Nc1ccc(Oc2cccnc2)cc1)C1CCN(Cc2ccccc2F)CC1
18	-11.5	5.6	-4.0	8.1	-0.9	1.6	-7.6	9.6	-0.3	O=C(NCCCN1CCCC1=O)c1cccc(Oc2ccccc2)c1
19	-4.2	8.5	2.2	1.4	2.0	-1.3	-4.4	-2.3	-6.9	Cc1ccc(S(=O)(=O)NCC(c2ccccc2)N2CCCCC2)cc1 (stereo unspecified)
20	-3.5	12.3	-5.2	6.8	-0.9	0.1	-9.2	1.4	-3.8	O=C(Oc1cccc([N+](=O)[O-])c1)N1CCCCC1
21	-6.7	5.9	1.6	9.3	-4.8	2.4	-1.9	-0.5	1.2	Cc1ccc(C)c(NC(=O)C(OC(=O)c2cnc(C)cn2)c2ccccc2)c1 (stereo unspecified)
22	-1.8	8.7	3.5	5.1	9.2	-0.7	-8.7	13.4	-4.2	COc1ccc2nc3c(c(-c4ccccc4)c2c1)CCC3
23	-5.5	-0.8	-9.8	-1.1	-8.7	9.1	-4.6	4.1	-2.9	COc1ccc(CNC(=O)CN(CCC(C)C)S(=O)(=O)c2ccc3c(c2)OCCO3)cc1
24	-10.7	15.0	-5.2	7.5	-1.4	1.2	-1.1	8.4	-1.6	CN(N)c1nc(-c2ccccc2)nnc1C(F)(F)F
25	-15.4	-2.3	-8.3	-0.4	12.7	0.2	-2.6	9.5	-1.7	CC(=O)N1CCN(c2nc(-c3ccco3)c3c(c2C#N)CC(C)(C)SC3)CC1

Reformatted with values under each structure: 5 of the compounds above
Each structure is followed by: CHRM1 antagonist | M5 antag | M5 PAM | M1 PAM | M4 antag | CHRM4 agonist | M1 ag | TAAR1 agonist | CHRM5 agonist
[10] COc1ccc(C(CNC(=O)C(=O)NC2CCCCC2)N2CCN(C)CC2)cc1 (stereo unspecified)
→ -1.1 | -1.1 | 1.0 | 0.8 | -1.8 | 1.0 | -7.1 | 2.0 | -8.3
[11] O=C(CSCc1cccc(Br)c1)N=Nc1c(O)[nH]c2ccccc12
→ -12.9 | 9.1 | -2.6 | 8.4 | -0.8 | 1.2 | -2.1 | 1.8 | 0.6
[12] CC(=O)Nc1cccc(-c2cn3ccc(C)cc3n2)c1
→ -5.5 | -3.2 | -0.5 | 5.6 | -3.7 | 1.1 | -7.9 | -1.4 | -1.1
[13] CN=C(C)/C(C(=O)OC)=C(/O)c1ccccc1F
→ -7.0 | 16.1 | -9.0 | 7.6 | 14.6 | 0.5 | -1.3 | 1.5 | 1.1
[14] Cc1ccc(C)c(NC(=O)COC(=O)CC2CC3CCC2C3)c1 (stereo unspecified)
→ -12.7 | 4.4 | 0.8 | 3.8 | -5.9 | 1.9 | 10.0 | -1.4 | -4.7

(more compounds)
no.	CHRM1 antagonist	M5 antag	M5 PAM	M1 PAM	M4 antag	CHRM4 agonist	M1 ag	TAAR1 agonist	CHRM5 agonist	smiles
26	-21.9	-10.7	1.2	6.8	-8.0	1.3	-5.0	6.7	-1.7	COc1cccc(OC)c1C(=O)Nc1ccccc1N1CCCC1
27	1.9	-3.5	-4.1	-13.1	-6.9	5.7	-9.9	20.2	-3.4	CCOC(=O)c1cc2sccc2n1CCCN1C(=O)c2ccccc2C1=O
28	-14.5	2.4	0.7	6.7	-7.6	5.6	-1.4	3.8	-0.2	COc1ccc(OCCCC(=O)OC(C)C(=O)Nc2ccccc2[N+](=O)[O-])cc1 (stereo unspecified)
29	5.0	4.0	-1.5	2.3	-1.8	1.2	-0.8	2.3	3.5	CC(OC(=O)c1cc(S(=O)(=O)N2CCOCC2)ccc1Br)C(=O)N1CCOCC1 (stereo unspecified)
30	-1.5	-4.8	-2.2	11.2	-0.2	0.1	-9.2	1.8	-1.2	COc1ccc(CCCC(=O)Nc2ccc(F)cc2)cc1
31	-12.1	1.4	-4.8	4.5	-4.7	0.8	6.2	36.2	-3.7	Nc1cc(=O)nc(SCC(=O)Nc2cccc3ccccc23)n1CCc1ccccc1
32	-6.3	-2.8	5.5	5.9	10.9	-0.3	-5.6	-0.2	-6.5	O=C(CCc1cn2ccccc2n1)NC1CCCc2c1cnn2-c1ccccc1F (stereo unspecified)
33	3.5	3.7	-5.0	-0.3	1.8	0.3	-4.6	-2.2	-1.9	Cc1cc(C)c(S(=O)(=O)c2ccccc2C)c(OCCO)n1
34	-14.7	4.1	3.7	6.0	-7.2	0.4	-2.1	-1.2	0.4	CCOC(=O)c1cc2c(=O)c3ccccc3oc2nc1C
35	-9.2	-7.8	2.1	6.5	-12.0	1.8	-8.0	3.0	-6.7	O=C(Nc1ccc2c(c1)OCO2)c1ccc(NC2CC2)c([N+](=O)[O-])c1
36	-5.2	2.5	-3.7	1.5	-3.4	1.1	-5.3	1.8	-9.4	Cn1c(Cc2cccs2)nnc1SCC(=O)N1CCCc2ccccc21
37	-9.8	-5.1	3.6	10.7	6.4	1.5	-6.0	1.3	0.6	CCC(=O)Nc1sc2c(c1C#N)CC(C)(CC)OC2 (stereo unspecified)
38	-10.1	-3.1	3.3	6.4	-5.8	0.3	-2.1	1.6	0.3	CCCS(=O)(=O)NC(=O)C1(C)CCCN(C(=O)c2ccc(OC)cc2)C1 (stereo unspecified)
39	10.9	2.2	-0.5	-3.3	-5.3	0.9	-7.6	·	-3.1	CCN1CCN(CCCNC(=O)c2cn(CCOC)c(=O)c3c2c2ccccc2n3C)CC1
40	13.9	10.4	-4.9	-6.1	4.7	5.9	-3.6	4.8	-0.1	CN(C)c1ccc(/C=C(\NC(=O)c2ccccc2)C(=O)NCc2cccnc2)cc1
41	-18.3	3.0	2.9	15.5	-4.7	-0.4	-3.2	6.9	-2.5	CCCCOC(=O)c1nnc(-c2ccc(Cl)cc2)o1
42	-8.0	-8.6	-3.1	-1.7	8.2	0.9	-1.6	0.5	0.5	COc1ccc(S(=O)(=O)NCc2cccnc2)cc1OC
43	2.2	2.7	-8.7	-0.2	0.1	6.6	4.4	5.1	8.5	CC(C)Cn1c(N)c(C(=O)CSc2ncccn2)c(=O)n(C)c1=O
44	8.3	6.3	-6.4	-1.7	7.0	-0.3	-2.1	2.6	-6.2	COc1ccc2nc(NC(C)=O)sc2c1
45	-14.1	5.7	-3.0	7.0	-7.2	1.2	1.8	22.4	-0.1	COc1ccc2c(c1)nc(SCC(=O)C(C)(C)C)n2C
46	3.9	0.3	-5.1	-2.7	-2.1	-0.2	-7.7	0.7	-5.6	CC(C)c1ccc(/C=C/C(=O)NCCC2=CCCCC2)cc1
47	-20.1	-7.6	1.2	14.4	-10.4	0.8	3.5	0.2	0.8	COCCNC(=O)C1(C)CCCN(C(=O)c2cc(OC)c(OC)c(OC)c2)C1 (stereo unspecified)
48	-23.4	-1.3	-3.3	-0.4	-12.1	1.9	-5.7	2.7	-12.0	O=C(OC1CCOC1=O)c1ccc(-c2nc3ccccc3s2)s1 (stereo unspecified)
49	18.3	3.1	-3.2	-4.7	-2.2	0.5	-7.5	2.7	-1.1	c1ccc(N2CCN(Cc3cn4cccnc4n3)CC2)cc1
50	-2.8	1.1	8.9	9.9	-8.6	0.9	-0.7	4.6	2.7	COc1cc(C(=O)NCC(=O)OCC(=O)N2CCc3ccccc32)cc(OC)c1OC
51	-13.6	2.3	1.2	4.7	4.5	-1.2	-4.3	0.6	0.9	CCOc1cnn(-c2ccccc2)c(=O)c1Cl
52	-10.5	-11.2	17.4	18.1	-7.0	4.3	6.6	6.8	0.9	Cc1ccc(S(=O)(=O)N(C)c2ccc(C(=O)Nc3ccccc3C(=O)N3CCOCC3)cc2)cc1
53	-10.3	9.2	-5.2	8.3	13.9	0.8	-2.6	-0.1	-3.7	COc1ccc(/C=C/c2nnc(NC(=O)CSc3ccc(C)cc3)s2)cc1
54	30.0*	21.8	-24.3	-22.3	18.6	11.5	-5.5	·	0.6	CC(C)(C)OC(=O)NCCCCCNC(=O)c1[nH]cnc1C(=O)N[C@@H](CCCCNC(=O)OC(C)(C)C)C(=O)OC(C)(C)C
55	0.4	-1.6	-1.7	6.7	-9.2	7.6	-2.4	2.4	1.9	O=C(COc1ccc2cc(Br)ccc2c1)N1CCOCC1
56	1.6	4.8	-7.0	-5.4	-5.6	8.0	-4.3	4.5	3.4	CCC(=O)c1ccc(OCC(=O)Nc2ccccc2N2CCOCC2)cc1
57	1.3	10.6	-6.2	3.9	8.9	0.0	-1.6	0.5	-0.4	CC(=O)NC(=S)Nc1ccccc1F
